Bioassay records as filed in PubChem.
ALOX12 inh = blocks human arachidonate 12S-lipoxygenase | P18054 | hit rate 1.1% among 580,000 | purified 12hLO, xylenol orange hydroperoxide absorbance | Potency, µM (titrated, usually from 108 µM), inactives show top-dose activity change, negative = inhibition, most hits filed as inhibitors; active = well fitted inhibition curve with a large enough effect; inconclusive = small, poorly fitted or top-dose-only effect, or another doubt; inactive = no such curve, though single readings can be large or run the other way; also: potency is read from the fitted curve at half-maximal effect
Target sequence (P18054 whole entry, looked up): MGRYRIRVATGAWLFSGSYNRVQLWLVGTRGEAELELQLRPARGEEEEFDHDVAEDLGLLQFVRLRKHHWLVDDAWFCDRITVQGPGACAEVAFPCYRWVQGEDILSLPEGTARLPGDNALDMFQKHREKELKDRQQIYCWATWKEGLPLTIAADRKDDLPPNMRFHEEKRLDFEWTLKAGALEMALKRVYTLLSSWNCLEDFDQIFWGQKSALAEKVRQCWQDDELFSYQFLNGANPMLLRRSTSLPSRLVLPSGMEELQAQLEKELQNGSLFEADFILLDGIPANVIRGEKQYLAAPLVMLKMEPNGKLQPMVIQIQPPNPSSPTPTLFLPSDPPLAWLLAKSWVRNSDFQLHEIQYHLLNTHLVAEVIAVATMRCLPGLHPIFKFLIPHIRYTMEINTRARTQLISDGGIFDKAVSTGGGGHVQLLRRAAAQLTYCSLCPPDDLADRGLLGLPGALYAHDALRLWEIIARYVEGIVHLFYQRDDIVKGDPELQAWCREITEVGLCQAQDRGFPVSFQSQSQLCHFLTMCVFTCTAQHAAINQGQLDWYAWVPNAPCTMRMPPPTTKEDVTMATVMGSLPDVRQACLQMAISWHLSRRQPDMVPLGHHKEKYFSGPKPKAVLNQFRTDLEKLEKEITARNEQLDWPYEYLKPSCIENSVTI
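Purified human 12hLO at 150 nM in 25 mM Hepes, 0.01% Triton X-100, pH 7.0, preincubated 15 min at room temperature with compound. Reaction started with 40 uM arachidonic acid, 30 min at room temperature. Hydroperoxide measured by Fe-xylenol orange, 573/405 nm absorbance ratio.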
LDHA inh = LDHA (human) enzyme inhibition | P00338 | hit rate 0.15% among 480,000 | purified LDHA, NADH/diaphorase-resazurin fluorescence; active compounds read low | AID 1347041 | activity change, % (values are at about 110 or 230 µM); in the data active = activity change below about -30%; inconclusive = mostly about -25% to -30%;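 also: plate controls were DMSO wells for no effect and wells without enzyme for full effect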
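LDH5 2 nM; NADH 0.06 mM, pyruvate 0.2 mM; 200 mM Tris pH 7.4, EDTA, Tween-20; 5 min RT. Detection: diaphorase 0.133 mg/mL + resazurin 37 µM, fluorescence ex540/em590 at 0 and 20 min; normalized to enzyme-free and DMSO wells.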
Starred values were filed as active, the others as inactive; ? = inconclusive; [ ] = dose if it differs, or a comment. Unless noted, % is scaled to controls: 0 for no effect and ±100 for the full control effect. Some of the compounds tested; the hit share may differ from the screen's.

1	NS(=O)(=O)c1ccc(N/N=C/c2cccc(Oc3ccccc3)c2)c([N+](=O)[O-])c1
2	COc1ccc(CN(C(=O)c2cc(Cl)cc(Cl)c2)C2CC2)c(OC)c1
3	CCCCOCCCNC(=O)C[C@@H]1C[C@@]2(C(=O)OC)CCCCC=C2N(Cc2ccccc2)C1=O
4	CC(C)CC(NC(=O)c1cccc(N(C)C)c1)c1ccccc1 (stereo unspecified)
5	Cl/C(=C/c1ccc(Cl)cc1)c1ncc(-c2ccc(Cl)cc2)o1
6	COC(=O)c1ccccc1NC(=O)N1CCN(CCc2ccncc2)CC1

Screen / compound no.	1	2	3	4	5	6
ALOX12 inh	-25.6%	3.1%	-2.9%	19.4%	35.5µM*	14.5%
LDHA inh	0.0	1.9	0.5	2.9	3.9	0.6

7	CC(OC(=O)c1ccccc1NS(=O)(=O)c1ccc(F)cc1)C(=O)N1CCCc2ccccc21 (stereo unspecified)
8	CCOc1ccc(NC(=O)c2cc3cc(Br)ccc3oc2=O)cc1
9	Cc1c(C)n(CCN(C)C)c2ncn3nc(-c4ccccc4Cl)nc3c12
10	COCCN1C(=O)CN(S(C)(=O)=O)CC1(C)C(=O)NCc1ccccc1 (stereo unspecified)
11	COC(=O)CNC(=O)c1cc(-c2ccco2)nc2ccccc12
12	CCCCN(CC)c1ccc(NS(=O)(=O)c2cccs2)cc1C(=O)O

Screen / compound no.	7	8	9	10	11	12
ALOX12 inh	-24.9%	28.7%	5.3%	-0.5%	?	?
LDHA inh	-0.7	5.4	2.9	0.5	4.7	2.8

13	Cc1oc(-c2ccccc2)nc1C(=O)N1CCN(C)CC1c1ccccc1 (stereo unspecified)
14	Cc1ccc(NC(=O)CCc2ncc(-c3ccc(F)cc3F)o2)c(C)c1
15	CCCCOC(=O)COc1ccc2c(=O)c(Oc3ccc(OC)cc3)coc2c1
16	O=C(CSc1ncnc2sc3c(c12)CCCCC3)Nc1ccc2c(c1)OCCO2
17	CCOc1cc(C)c(N)cc1C(C)C
18	CCOC(=O)N1CCN(C(=O)c2ccc(N3CCCCS3(=O)=O)cc2Cl)CC1

Screen / compound no.	13	14	15	16	17	18
ALOX12 inh	0.4%	3.8%	2.8%	-1.1%	?	12.0%
LDHA inh	-1.4	2.3	-2.4	-10.7	1.2	-1.5

19	COc1cccc(NC(=O)CSc2nc3ccccc3o2)c1
20	CCOC(=O)c1cc(NCc2cccc3ccccc23)ccc1N1CCOCC1
21	O=C(O)c1ccc(C=Nc2ccc(Br)cc2)cc1
22	CC1CCCN(C2CCN(Cc3cccc(Cl)c3)CC2)C1 (stereo unspecified)
23	CC(C)c1ccc(NC(=O)CCCn2cnc3c2c(=O)n(C)c(=O)n3C)cc1
24	Cc1ccc(S(=O)(=O)N2CCCN(C(=O)c3cnn(Cc4ccccc4Cl)c3)CC2)cc1

Screen / compound no.	19	20	21	22	23	24
ALOX12 inh	?	-27.3%	-0.6%	-51.8%	4.6%	-1.9%
LDHA inh	-0.1	-18.2	-2.3	-1.1	0.3	3.0

25	COc1cccc(C2CCCN2Cc2cc(=O)oc3cc(C)ccc23)c1 (stereo unspecified)
26	O=C(Cc1cccs1)Nc1ccc(-c2nc3cc(Cl)ccc3o2)cc1
27	O=C1CCCC2=C1C(c1ccccc1F)n1nc(SCc3ccc(C(=O)O)cc3)nc1N2 (stereo unspecified)
28	N#Cc1ccc(C[B][B][B][B][B][B][B][B][B][B]Cc2ccc(C#N)cc2)cc1
29	CCOC(=O)c1cnc2ccc(OCC)cc2c1Nc1ccc(Cl)cc1
30	CCOc1ccc2c(c1)cc(C(=O)Nc1cccc(F)c1)n2C

Screen / compound no.	25	26	27	28	29	30
ALOX12 inh	?	5.7%	?	?	-7.0%	-15.2%
LDHA inh	0.5	1.3	0.4	0.7	-2.1	0.2

31	Cc1ccc2oc(=O)cc(CN3CCN(c4ccccn4)CC3)c2c1
32	CC(C)n1nc(C(=O)OC/C(O)=C(\C#N)c2nc3ccccc3[nH]2)c2ccccc2c1=O
33	CN(C)CCOc1ccc(C(=O)/C=C/c2ccc(C(=O)O)cc2)cc1
34	COc1ccc(C(C)=O)cc1COC(=O)C1(c2cccc(F)c2)CCCC1
35	N#Cc1c(N2CCN(CC(=O)Nc3ccc(Cl)cc3)CC2)nc(-c2ccco2)c2c1CCC2
36	COc1ccc(C2OCC3OC(OC)C(OCc4ccccc4)C(O)C3O2)cc1 (stereo unspecified)

Screen / compound no.	31	32	33	34	35	36
ALOX12 inh	?	-11.1%	?	?	?	-39.7%
LDHA inh	-0.4	10.8	-4.2	-6.7	-0.9	-0.7

37	Cc1ccc(-c2cnc(CCC(=O)Nc3ccn(C)n3)o2)cc1C
38	COc1ccc(Nc2nc(-c3c[nH]c(C(=O)N4CCCC4)c3)cs2)cc1
39	Cc1nc(N2CCN(CC(=O)N3CCCC3)CC2)c(C#N)c2c1COC(C)(C)C2
40	CCCCC1Cc2[nH][nH]c(=O)c2C(c2ccc(Cl)cc2)O1 (stereo unspecified)
41	C(=C\c1ccccc1)/Sc1cccc2cccnc12
42	Cc1ccc(SCC(=O)c2ccc(S(C)(=O)=O)cc2)cc1

Screen / compound no.	37	38	39	40	41	42
ALOX12 inh	?	-26.9%	1.0%	?	32.7%[activator]	-1.3%
LDHA inh	19.5	7.5	3.0	-1.3	0.0	7.1

43	CCC1OC(C2CC2)CC2=C1C(=O)OC(C)(C)O2 (stereo unspecified)
44	O=Cc1cc(F)ccc1N1CCOCC1
45	C/C=C/C=C/C(=O)Nc1ccc(SC)cc1
46	Cc1c(Cl)cccc1S(=O)(=O)N(Cc1cccnc1)C1CC1
47	CCOC(=O)c1ccc(NC(=O)CN(c2cc(C(F)(F)F)ccc2Cl)S(C)(=O)=O)cc1
48	COC(=O)CNC(=O)C12CC3CC(C)(CC(C)(C3)C1)C2

Screen / compound no.	43	44	45	46	47	48
ALOX12 inh	3.2%	?	-2.8%	-6.0%	5.0%	25.4%
LDHA inh	-8.0	8.3	5.9	3.3	-0.6	0.7

49	COc1cc(/C=C(/C#N)C(=O)Nc2cccc3ncccc23)cc(OC)c1OC
50	O=C(OCC(=O)N1CCOCC1)c1ccc2ccccc2n1
51	CCCc1c(C)nc2ccc(Cl)cc2c1-c1ccccc1
52	COc1cc2c(cc1OC)CN(Cc1cc(=O)c(OCc3c(F)cccc3Cl)co1)CC2
53	COC(=O)C1=C(N)OC2=C(C(=O)CC(C)(C)C2)C1c1cccc(Cl)c1 (stereo unspecified)
54	Cc1ccc(NS(=O)(=O)c2cc(C(=O)O)cc3c2CCC3)c(F)c1

Screen / compound no.	49	50	51	52	53	54
ALOX12 inh	15.8µM*	?	1.78µM*	?	?	-3.6%
LDHA inh	19.4	3.6	12.1	-6.2	10.1	-14.9

55	Cc1cc2ccccc2n1CC(=O)Nc1ccccc1
56	COc1ccc(C(=O)C(C)OC(=O)C23CC4CC(CC(Cl)(C4)C2)C3)c(OC)c1 (stereo unspecified)
57	C#CC1(O)C(C)CN(C)CC1C (stereo unspecified)
58	O=C(O)CCN1CCN(CCO)CC1
59	COc1ccccc1/C=C/c1nc(C#N)c(NCCN(C)C)o1
60	Cc1cc(N2CCN(C(C(=O)NC3CCCC3)c3ccco3)CC2)c2ccccc2n1 (stereo unspecified)

Screen / compound no.	55	56	57	58	59	60
ALOX12 inh	?	74.0%[activator]	1.4%	-23.3%	1.6%	0.7%
LDHA inh	5.6	0.1	4.2	-1.6	7.1	0.5

61	CCOc1ccccc1NC(=O)CC1Sc2ccccc2NC1=O (stereo unspecified)
62	CCN(CC)S(=O)(=O)c1cc(-c2ccc(=O)n(CC(=O)Nc3ccccc3)n2)ccc1C
63	COc1ccc(Cl)cc1NC(=O)CCn1nc(-c2cccs2)oc1=O
64	Cc1ccc(C)c(C(NC(=O)c2ccccc2C)c2cccnc2)c1 (stereo unspecified)
65	CC(=O)c1c(C)[nH]c(C(=O)c2oc3ccc(Br)cc3c2C)c1C
66	O=C(COc1ncnc2c(Cl)cc(Cl)cc12)NCc1ccccc1Cl

Screen / compound no.	61	62	63	64	65	66
ALOX12 inh	29.9%	-21.4%	-29.6%	-38.2%	-5.6%	4.8%
LDHA inh	-5.5	-2.4	1.0	-7.8	5.8	4.7

67	COc1cccc(C(Nc2ccccn2)c2c(NC(=O)c3ccccc3)sc(C)c2C)c1 (stereo unspecified)
68	Cc1ccc(NS(=O)(=O)c2ccc3c(c2)-c2oncc2CO3)cc1F
69	Cc1cc(C)cc(OCC(O)Cn2c(C)cc(=O)n3ncnc23)c1 (stereo unspecified)
70	COc1ccc(Br)cc1Cn1nnc(C(=O)Nc2cc(C)ccc2OC)c1N
71	O=C1CCC(C(=O)OCc2c(Cl)cccc2Cl)=NN1
72	COc1ccccc1C1=NN(C(=O)c2cccc(F)c2)C(c2ccc3nccnc3c2)C1 (stereo unspecified)

Screen / compound no.	67	68	69	70	71	72
ALOX12 inh	-1.9%	?	0.9%	-34.9%	-2.3%	?
LDHA inh	7.8	2.0	1.4	7.1	-15.6	-14.5

A portion taken from the entries so far, as a working copy:
1	NS(=O)(=O)c1ccc(N/N=C/c2cccc(Oc3ccccc3)c2)c([N+](=O)[O-])c1
2	COc1ccc(CN(C(=O)c2cc(Cl)cc(Cl)c2)C2CC2)c(OC)c1
3	CCCCOCCCNC(=O)C[C@@H]1C[C@@]2(C(=O)OC)CCCCC=C2N(Cc2ccccc2)C1=O
4	CC(C)CC(NC(=O)c1cccc(N(C)C)c1)c1ccccc1 (stereo unspecified)

Screen / compound no.	1	2	3	4
ALOX12 inh	-25.6%	3.1%	-2.9%	19.4%
LDHA inh	0.0	1.9	0.5	2.9

Later entries.
73	O=C(Cn1cnc2c(nnn2Cc2ccc(F)cc2)c1=O)Nc1ccc2c(c1)OCO2
74	CCC(CO)NS(=O)(=O)c1cc(-c2n[nH]c(=O)c3ccccc23)ccc1C (stereo unspecified)
75	CCCN(CC(=O)N(C)C)C(=O)c1cc(-c2ccco2)nc2ccccc12
76	CCN(CC)S(=O)(=O)c1ccc(=O)n(Cc2noc(C)n2)c1
77	O=C(CCc1ncc(-c2ccc(Cl)cc2)o1)Nc1cc(F)cc(F)c1
78	COC(=O)C1(C(F)(F)F)N=C(N2CCOCC2)Oc2c1c(C)nn2-c1ccccc1 (stereo unspecified)

Screen / compound no.	73	74	75	76	77	78
ALOX12 inh	-2.2%	-57.8%	?	11.5%	?	?
LDHA inh	2.7	3.5	7.6	-7.9	1.3	14.2

79	O=C(O)Cc1ccc2nc[nH]c2c1
80	COc1ccc(-c2cc(C(=O)N3CCN(C(=O)c4ccc(Br)o4)CC3)[nH]n2)cc1
81	NC(=O)c1nn(CC(O)COc2ccccc2)c(=O)c2ccccc12 (stereo unspecified)
82	Cc1cc(C(=O)CSc2nnnn2C2CCCC2)c(C)n1Cc1ccco1
83	O=C(Nc1ccc(Cl)c(Cl)c1)N[C@@H]1CC[C@@H](CCn2cc(C3CCCCC3)nn2)O[C@@H]1CO
84	CSc1ccc(/C=C2\N=C(c3ccc(C)cc3)OC2=O)cc1

Screen / compound no.	79	80	81	82	83	84
ALOX12 inh	?	-1.0%	-0.8%	-9.9%	-22.8%	?
LDHA inh	6.0	2.0	-17.2	3.9	0.8	0.4

The closing two entries of the part above come first, to join the parts:
83	O=C(Nc1ccc(Cl)c(Cl)c1)N[C@@H]1CC[C@@H](CCn2cc(C3CCCCC3)nn2)O[C@@H]1CO
84	CSc1ccc(/C=C2\N=C(c3ccc(C)cc3)OC2=O)cc1
85	Cc1cc(C)n2c(NC3CCCCC3)c(CC(C)C)nc2n1
86	Cc1cc(C)c2c(CN3CCN(c4ccccn4)CC3)cc(=O)oc2c1
87	Cc1occc1-c1nc(-c2ccc(Cl)cc2)no1
88	COCC(=O)N(Cc1cccs1)C1CC1
89	CCOc1ccc(NC(=O)C2CCN(c3ccc(C#N)cn3)CC2)cc1S(=O)(=O)N1CCCCC1
90	CC1CCCC(c2ccc(O)cc2)(c2ccc(O)cc2)C1 (stereo unspecified)
91	O=C(CC1CCCCC1)NCc1cccnc1
92	CCCN(CCC)C(=O)/C=C/c1csc(C)n1
93	CC(C)(C)NC(=O)COc1ncnc2c(Cl)cc(Cl)cc12

Screen / compound no.	83	84	85	86	87	88	89	90	91	92	93
ALOX12 inh	-22.8%	?	?	-8.8%	-4.3%	-2.2%	-12.9%	?	32.8%	24.2%	-42.9%
LDHA inh	0.8	0.4	-9.5	4.0	3.8	-1.7	7.8	0.4	10.2	0.5	-14.5
